Hep lipid drop – modulators of hepatic lipid droplet formation. AML12 mouse hepatocytes, oleate lipid droplets, BODIPY imaging. inhibition, % at 6.5 µM. 240,000 compounds, 0.4% hits. AID 1656;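 active = lipid droplet intensity inhibited by at least 50%, with more than 500 cells counted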
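material = mouse AML12 hepatocyte cell line, fixed after treatment | also added = 100 µM oleic acid challenge | doses = compound at 6.5 µM only | schedule = overnight exposure | technique = Image-based BODIPY and DAPI two-channel analysis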
Autophagy mod – alters autophagy in cells; MEF GFP-LC3 puncta imaging; test concentration mostly 10 µM; calls only at 10 µM (by protocol); 190,000 compounds, 0.98% hits;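 active = percentage of spot-positive cells more than 3 SD above its plate mean, without a fluorescence outlier flag or 80% toxicity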;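 note: spot-positive cell cutoff set from DMSO-treated cells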
MT stabilizer – microtubule stabilizers in HeLa cells. HeLa tubulin immunostaining HCS, 24 h; share of cells brighter than vehicle mean+2SD. % tubulin-high responders, % at 10 µM. 200,000 compounds, 0.83% hits. AID 2205;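 active = plate Z-score above 3 for both tubulin-high and condensed-nucleus cell shares, with cell loss under 80%, at 10 µM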;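 note: anti alpha tubulin signal scored within the nucleus-defined area of each cell; some results filed as inactive read as strong as hits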
T cell HTS – T cell immune modulators affecting CD8 T cell-vesicle binding. AID 2052. 330,000 compounds, 0.068% hits. 2C CD8+ T cell-vesicle binding, flow cytometry; active compounds read low. calls only at 7 µM;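 active = response, share of CD8 T cells binding vesicles, and their 90th percentile fluorescence all below set limits, cut at about 80% in these data, passing the limit was not always enough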
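Read-out – percent CD8+ FL2 mean versus row control · System – murine 2C transgenic CD8+ T lymphocytes · Times – 1.5 h cell–vesicle binding at 37 °C, then 20 min icy labelling · Control set – naked vesicles low, QL9 vesicles with vehicle high · Detection – cytometric PE anti-B7-1 and Alexa647 anti-CD8 signals after 1% paraformaldehyde fixation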
bCat nuc transl – beta-catenin nuclear translocation modulation | AID 1665 | HeLa beta-catenin nuclear translocation, immunofluorescence imaging | nuclear translocation activity, % at 5 µM | 190,000 compounds, 0.3% hits;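 active = nuclear translocation activity above 50% at 5 µM, with a well cell count of 50 or more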;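 note: per-cell ratio of nuclear to cytoplasmic median beta-catenin stain intensity; plate controls were DMSO negative control for no effect and GSK-3 inhibitor IX positive control for full effect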
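Assay system: human HeLa cells, native beta-catenin; doses: 5 µM primary, 0.02–20 µM confirmation; incubation: compound treatment 24 h, 37°C, 5% CO2; technique: fluorescence imaging of beta-catenin antibody stain plus DAPI; measure: % activation, nuclear-to-cytoplasmic median beta-catenin signal ratio per cell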
PMI inhibitors – inhibitors of human PMI, primary screen, biochemical, fluorescence intensity, coupled assay (AID 1209); purified PMI enzyme, coupled fluorescence intensity; higher % means a stronger effect; 190,000 compounds, 0.42% hits; one-dose inhibition, % at 20 µM; IC50 in µM for titrated hits;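 note: plate controls were DMSO vehicle for no effect and wells lacking substrate for full effect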
Ins promoter up – MIN6 insulin promoter up-regulation | z-score at 5 µM | MIN6 insulin promoter-GFP reporter, high-content imaging; active compounds read high | 190,000 compounds, 0.3% hits;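 active = z-score above 3 at 5 µM with at least 500 cells counted in the well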
human PMI inhibitors – MPI inhibition at elevated mannose 6-phosphate – biochemical, fluorescence intensity, high mannose 6-phosphate, primary screen (AID 1220); recombinant PMI enzyme, coupled fluorescence intensity; higher % means a stronger effect; one-dose inhibition, % at 20 µM; IC50 in µM for titrated hits; 190,000 compounds, 0.66% hits
TNAP activators – stimulation of alkaline phosphatase TNAP activity – biochemical, luminescent, no phosphate acceptor, uHTS, primary screen (AID 1001); purified TNAP, luminescent activation assay, no phosphate acceptor; higher activation fold means a stronger effect; activation fold at 20 µM, or EC50 in µM where a hit was titrated; 200,000 compounds, 0.03% hits; in the data active = activation fold from about 3, or a potency from the dose series; inactive = the rest, 99 in 100 with activation fold below about 1.6; note: many of its hits are not listed in these tables
Ins promoter up cell count – recorded beside Ins promoter up, whose call it bears; cell count; measured here: cytotoxicity, nuclei count;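 total cells summed across four imaged fields per well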
Hep lipid drop cells 6.5 µM – further read-out of Hep lipid drop, marked with its call; cell count; measured here: cell count, cytotoxicity flag;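 cells counted across two imaged fields per well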
bCat nuc transl cell count 5 µM – also measured in bCat nuc transl; calls as there; cell count; measured here: cell count, cytotoxicity flag
T cell HTS vesicle-bound % – further read-out of T cell HTS, marked with its call; double positive events, %; measured here: CD8+ vesicle-bound cell fraction;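 binding gate set so that unloaded-vesicle control wells show 10% double positive cells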
MT stabilizer Hoechst-high % – also measured in MT stabilizer; calls as there; % Hoechst-high responders; measured here: nuclear condensation Hoechst responders;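 share of cells brighter than vehicle mean plus two SD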
MT stabilizer cytotoxicity % – also measured in MT stabilizer; calls as there; toxicity, %; measured here: cytotoxicity by cell density;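 0% = mean cell density of plate MIN control wells and 100% = no cells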
Autophagy mod cell loss 18 h – also measured in Autophagy mod; calls as there; toxicity, %; measured here: cell loss, nuclei count;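 cell loss after 18 h compound exposure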
* = called active by the depositor; i = inactive; nt = not tested or not shown. Cut-off read from the data, not from the text of the source, unless noted: active = inhibition above about 50%; inactive = the rest.

SMILES	Hep lipid drop	Hep lipid drop cells 6.5 µM	Autophagy mod	Autophagy mod cell loss 18 h	MT stabilizer	MT stabilizer Hoechst-high %	MT stabilizer cytotoxicity %	T cell HTS	T cell HTS vesicle-bound %	bCat nuc transl	bCat nuc transl cell count 5 µM	PMI inhibitors	Ins promoter up	Ins promoter up cell count	human PMI inhibitors	TNAP activators
Cc1cccc(NC(=O)CSc2nnc(CNC(=O)c3ccc(S(=O)(=O)N(C)C)cc3)n2-c2ccccc2)c1	4	618	i	-8	0.8	1.4	9.6	i	65	1.3	941	3%	0.38	1256	-1%	1.1
COCC[N+]1(C)CCCCC1	8	740	i	-29	2.9	1.8	5.7	i	26	-3.1	1116	49%	-0.69	1379	17%	1
O=C(/C=C/c1ccc(Cl)cc1)N(Cc1ccccc1)C1CCS(=O)(=O)C1 (stereo not given)	-5	458	i	17	4.4	2.9	6.6	i	34	-4.2	1145	4%	-0.33	1526	2%	1.1
CC(CN1CCN(C)CC1)OC(=O)c1ccc(Cl)cc1 (stereo not given)	nt	nt	i	34	2.9	2.2	10	i	21	-4.5	939	-17%	-0.53	1409	-8%	1.1
O=c1[nH]c(=S)n(C2CCCCC2)c(O)c1C=NCCN1CCOCC1	8	724	nt	nt	nt	nt	nt	i	57	-1.1	1030	nt	1.9	1369	nt	nt
COc1ccc(OCCNC(=O)/C=C/c2ccccc2)cc1	-8	681	i	10	3.5	1.6	2.7	i	4	-0.3	1111	4%	-0.18	1244	4%	1.1
Cc1c(C(=O)NCCSCc2ccccc2)cccc1[N+](=O)[O-]	2	717	i	-12	2.2	0.8	6.3	i	8	-0.5	1088	-2%	-0.52	1526	-5%	1.1
COc1ccc(NC(=S)NC(=O)c2ccccc2Cl)cc1	57*	690*	i	1	3.3	1.9	5.6	i	50	-1.7	1144	20%	0.15	1064	19%	1.1
O=C(Nc1nc2ccc(F)cc2s1)C1CCCO1 (stereo not given)	nt	nt	i	-3	2.4	1.7	4.6	i	23	0.3	1413	-4%	-0.46	1487	-6%	1.1
CCOC(=O)c1cnc(SCC(=O)Nc2cc(OC)cc(OC)c2)nc1N	nt	nt	i	5	2.1	1.8	3.3	i	31	2.2	1384	-3%	-0.2	1163	2%	1.1
COc1ccccc1C(=O)C1CCCN(C(=O)CCc2ccccn2)C1 (stereo not given)	-2	695	i	-26	2.1	1.1	1.6	i	54	-1.3	997	11%	nt	nt	6%	1
O=C(CNCc1ccccc1Cl)Nc1ccccc1N1CCCCC1	-9	692	i	13	1.4	1.4	1.4	i	57	0.1	1540	7%	-0.02	1525	10%	1.1
Cc1[nH]c2ccc(OC(=O)N3CCOCC3)cc2c1C(=O)OC(C)C	-7	721	i	7	2.8	3.2	11	i	3	-3.4	1249	10%	nt	nt	5%	1.1
CC1(C)Cc2noc(N)c2C(C)(C)N1OC(=O)c1cccs1	14	619	i	4	2.5	1.6	5.6	i	39	0.3	1126	4%	-0.07	1948	8%	1.1
COC(=O)c1ccc(N)nc1	4	680	i	8	3.9	2.1	5.4	i	33	-2.3	1129	0%	0.04	1639	-1%	1.1
O=S1(=O)N=C(Nc2nncs2)c2ccccc21	9	756	i	29	2.0	1.7	8.6	i	40	-3.8	1166	23%	-0.32	973	-4%	0.4
COc1ccc(-c2nnc(N3CCC(C)CC3)c3ccccc23)cc1	nt	nt	i	-2	0.9	1.3	9.5	i	20	2.2	1354	7%	-0.46	1508	5%	1.1
O=C(C1CCC(CNc2c(N3CCCCC3)c(=O)c2=O)CC1)N1CCCCC1 (stereo not given)	nt	nt	i	9	1.9	2.5	4.9	i	42	nt	nt	-2%	-0.14	956	5%	1.2
C/C(=N\NC(=O)OC(C)(C)C)c1ccc(-n2ccnc2)cc1	4	695	i	6	3.5	2.6	6.6	i	31	2.4	1123	-18%	-0.23	1201	-20%	1.2
CCOC(=O)C1CCN(C(=O)c2cn(CCOC)c(=O)c3c2c2ccccc2n3C)CC1	nt	nt	i	-22	1.4	1.7	9.1	i	27	-1.6	868	10%	1.8	1320	8%	1.1
Cc1nnc(SCC(=O)Nc2ccc(N3CCOCC3)cc2)n1-c1ccccc1	nt	nt	i	-2	2.5	1.0	2.0	i	43	0.7	1395	-8%	-0.75	1173	-7%	1.1
COC(=O)N/N=C/c1cn(CC(C)COc2ccccc2)c2ccccc12 (stereo not given)	5	653	i	7	2.6	1.7	2.2	i	8	3.1	512	10%	-0.26	1242	21%	1.1
CN1CC(=O)NC1=NC(=O)c1ccc(Cl)c(S(=O)(=O)N2CCCCCC2)c1	nt	nt	i	3	3.9	2.0	2.5	i	19	2.1	1466	13%	-0.4	1368	-1%	1.3
CC(CC(=O)N1CCN(c2ccc(C(F)(F)F)cn2)CC1)n1ccnc1 (stereo not given)	-8	696	i	5	1.6	3.3	7.2	i	34	0.7	1117	-6%	-0.18	1257	-9%	1
Cc1ccc(-n2nnc3c(=O)n(CC(=O)N4CCOCC4)cnc32)cc1	16	598	nt	nt	2.8	2.5	7.5	i	25	-3.5	1180	11%	0.84	2091	11%	1.1
SMILES	Hep lipid drop	Hep lipid drop cells 6.5 µM	Autophagy mod	Autophagy mod cell loss 18 h	MT stabilizer	MT stabilizer Hoechst-high %	MT stabilizer cytotoxicity %	T cell HTS	T cell HTS vesicle-bound %	bCat nuc transl	bCat nuc transl cell count 5 µM	PMI inhibitors	Ins promoter up	Ins promoter up cell count	human PMI inhibitors	TNAP activators
CCC(C)NC(=O)C1CCN(c2nc(OC)nc(OC)n2)CC1 (stereo not given)	2	762	i	6	3.5	2.5	7.6	i	34	-2.9	607	-10%	nt	nt	-9%	1.1
CCOc1ccc(C(=O)NC(=S)NCc2cccnc2)cc1	6	649	i	-5	1.4	3.5	7.5	i	26	2.2	928	1%	-0.08	1325	4%	1.2
CCOc1ccc(N2C(=O)C(CC(=O)Nc3ccc(F)cc3)N(Cc3ccccn3)C2=S)cc1 (stereo not given)	19	791	i	6	4.1	3.0	14	i	46	-0.3	1154	7%	0.18	1285	10%	1
O=c1cc(O)c(-c2cccc(C(F)(F)F)c2)c(Cl)[nH]1	-7	684	i	0	3.2	1.6	2.1	i	57	-2.3	1048	-6%	0.54	1185	6%	1.1
CC(C)CN(C(=O)COC(=O)CCN1C(=O)c2ccccc2C1=O)C1CCS(=O)(=O)C1 (stereo not given)	nt	nt	nt	nt	2.8	2.3	4.0	i	32	-2.7	756	0%	1.3	1228	-4%	1.1
COC(=O)c1ccc(-c2ccco2)n1Cc1ccccc1Cl	-1	799	i	-11	2.0	1.4	3.8	i	14	nt	nt	-4%	-0.17	901	-1%	1
Cc1ccc(C)c(NC(=O)c2oc(=O)c3ccccc3c2-c2ccccc2)c1	-3	615	i	1	2.5	1.7	2.1	i	36	-3.7	536	0%	0.46	1292	13%	0.9
O=C(Nc1cccc(C(=O)O)c1)/C(=C\c1ccccc1)NC(=O)c1ccccc1	-12	700	i	1	2.5	3.1	6.1	i	26	-0.3	1069	-27%	0.64	1202	-14%	1
COc1ccc(C(=O)Nc2cc(C(F)(F)F)ccc2Cl)cc1OC	nt	nt	i	14	2.1	1.0	2.3	i	8	0.1	1378	10%	0.01	1647	9%	1.1
N#Cc1nc(-c2ccc(OCc3ccccc3)cc2)oc1NCc1cccnc1	nt	nt	i	51	7.0	2.9	13	i	24	0.8	1002	-1%	-1.1	1126	7%	1
c1ccc2nc3c(nc2c1)c1ccccc1n3CCN1CCOCC1	-7	660	i	17	4.6	1.7	4.2	i	10	nt	nt	-34%	-0.16	1357	-57%	1
N#Cc1ccc(C(=O)Nc2ccc(S(=O)(=O)NC3=NCCCCC3)cc2)cc1	17	762	i	3	3.0	2.1	7.0	i	34	nt	nt	8%	nt	nt	2%	1.1
O=S(=O)(c1ccc(Cl)cc1)c1nc(-c2ccco2)oc1N1CCOCC1	2	691	nt	nt	nt	nt	nt	i	4	0.4	1342	nt	0.68	1082	nt	nt
COCCNC(=O)C(=O)NNC(=O)CCc1ccccc1	9	717	i	10	3.6	1.3	4.5	i	33	-1.3	994	-1%	-0.02	1471	-4%	1.1
C=C(C)c1cccc(C(C)(C)NC(=O)NCc2ccc(OC)c(OC)c2)c1	nt	nt	i	-27	3.0	1.5	3.1	i	38	-1.1	1367	-2%	1.7	1594	-9%	1.2
COc1ccc(-c2nc(CS(=O)CC(=O)NCCCN3CC(C)CC(C)C3)c(C)o2)cc1OC (stereo not given)	nt	nt	i	10	3.8	1.5	8.0	i	39	nt	nt	-14%	nt	nt	-10%	1

Record cards (already shown).
Record of COc1ccc(C(=O)Nc2cc(C(F)(F)F)ccc2Cl)cc1OC : Hep lipid drop: nt; Hep lipid drop cells 6.5 µM: nt; Autophagy mod: i; Autophagy mod cell loss 18 h: 14; MT stabilizer: 2.1; MT stabilizer Hoechst-high %: 1.0; MT stabilizer cytotoxicity %: 2.3; T cell HTS: i; T cell HTS vesicle-bound %: 8; bCat nuc transl: 0.1; bCat nuc transl cell count 5 µM: 1378; PMI inhibitors: 10%; Ins promoter up: 0.01; Ins promoter up cell count: 1647; human PMI inhibitors: 9%; TNAP activators: 1.1
Record of O=C(Nc1cccc(C(=O)O)c1)/C(=C\c1ccccc1)NC(=O)c1ccccc1 : Hep lipid drop: -12; Hep lipid drop cells 6.5 µM: 700; Autophagy mod: i; Autophagy mod cell loss 18 h: 1; MT stabilizer: 2.5; MT stabilizer Hoechst-high %: 3.1; MT stabilizer cytotoxicity %: 6.1; T cell HTS: i; T cell HTS vesicle-bound %: 26; bCat nuc transl: -0.3; bCat nuc transl cell count 5 µM: 1069; PMI inhibitors: -27%; Ins promoter up: 0.64; Ins promoter up cell count: 1202; human PMI inhibitors: -14%; TNAP activators: 1
